FBW7 activator – FBW7 E3 ligase activators, primary screen, biochemical, AlphaScreen, human; 650,000 compounds, 0.13% hits; AlphaScreen FBW7–phospho-cyclin E peptide binding, activator screen; normalized activity (activation), % at 26.1 µM; F-box/WD repeat-containing protein 7 (Homo sapiens), Q969H0; AID 1259310, 2017; in the data active = normalized activity above about 1.9%;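 note: purified mutant Fbw7 with reduced substrate affinity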
Target sequence (Q969H0 whole entry, looked up): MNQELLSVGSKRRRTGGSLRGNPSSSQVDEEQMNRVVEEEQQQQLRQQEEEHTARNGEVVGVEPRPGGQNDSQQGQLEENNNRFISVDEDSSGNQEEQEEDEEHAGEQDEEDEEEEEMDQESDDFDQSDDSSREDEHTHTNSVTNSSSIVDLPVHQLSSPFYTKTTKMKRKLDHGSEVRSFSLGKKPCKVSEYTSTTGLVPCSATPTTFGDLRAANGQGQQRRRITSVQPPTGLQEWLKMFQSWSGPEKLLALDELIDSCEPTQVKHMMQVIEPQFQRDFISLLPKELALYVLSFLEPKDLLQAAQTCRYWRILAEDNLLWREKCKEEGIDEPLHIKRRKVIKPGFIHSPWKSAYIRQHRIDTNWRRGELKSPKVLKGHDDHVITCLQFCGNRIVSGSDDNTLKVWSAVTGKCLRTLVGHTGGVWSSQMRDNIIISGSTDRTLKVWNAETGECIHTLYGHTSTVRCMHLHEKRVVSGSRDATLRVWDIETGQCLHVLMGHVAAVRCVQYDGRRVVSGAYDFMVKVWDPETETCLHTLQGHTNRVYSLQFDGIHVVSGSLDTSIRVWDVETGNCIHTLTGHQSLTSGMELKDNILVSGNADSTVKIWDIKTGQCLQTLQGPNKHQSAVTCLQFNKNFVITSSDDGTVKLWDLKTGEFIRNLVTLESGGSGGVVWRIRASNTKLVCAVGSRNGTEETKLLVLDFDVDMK
MITF primary – MITF inhibitors, primary screen, biochemical, AlphaScreen, human. AlphaScreen MITF homodimerization, bead proximity signal. inhibition, % at 2.6 µM. Microphthalmia-associated transcription factor (Homo sapiens), O75030. 650,000 compounds, 0.91% hits; in the data active = inhibition above about 50%;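 note: 0% = vehicle wells with protein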
GPR151 ag – activators of human GPR151, primary screen, cell-based, PathHunter beta-arrestin, luminescence | PathHunter beta-arrestin GPR151 cells | activation, % at 11.2 µM | 650,000 compounds, 1% hits; in the data active = activation above about 4.9%;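 note: 0% = median of compound wells and 100% = cells with positive control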
TEAD-YAP inh – TEAD-YAP interaction inhibition, primary screen, TEAD-YAP interaction inhibitor project, luminescence, HEK-TIYL cells. TEAD-Gal4/YAP UAS-luciferase luminescence. inhibition, % at 9.12 µM. 640,000 compounds, 1.4% hits; in the data active = inhibition above about 32%;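 note: 0% = median of test compound wells and 100% = reference inhibitor wells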
* hit, by the source's call; & = joins results of further samples.

The opening six compounds (preview)
Structure,FBW7 activator,MITF primary,GPR151 ag,TEAD-YAP inh
CC1CCC(NC(=O)CC(C(=O)N2CCc3ccccc32)n2ccnc2)CC1 (stereo not drawn),-0.1,14.4,-0.8,0.5
COc1cc(C)ccc1OCCOCCOc1ccc(F)cc1,-0.1,-10.1,-0.5,2.3
CNC(=O)C1=C(C)NC(=S)NC1c1c(OC)ccc2ccccc12 (stereo not drawn),-0.1,5.7,0.2,3.6
Cc1nc(C)c(NC(=O)NCCc2ccccn2)cc1NC(=O)NCCc1ccccn1,-0.1,16.6,0.3,14.9
Cc1ccccc1NC(=O)c1c(NC(=O)c2ccccc2)sc2c1CCC2,-0.2,5.8,1.2,-1.7
O=S(=O)(c1cccnc1)N1CCCC(COCc2ccccc2)C1 (stereo not drawn),-0.1,12.6,0.9,-2.4

The list itself (from the top)
Structure,FBW7 activator,MITF primary,GPR151 ag,TEAD-YAP inh
CC1CCC(NC(=O)CC(C(=O)N2CCc3ccccc32)n2ccnc2)CC1 (stereo not drawn),-0.1,14.4,-0.8,0.5
COc1cc(C)ccc1OCCOCCOc1ccc(F)cc1,-0.1,-10.1,-0.5,2.3
CNC(=O)C1=C(C)NC(=S)NC1c1c(OC)ccc2ccccc12 (stereo not drawn),-0.1,5.7,0.2,3.6
Cc1nc(C)c(NC(=O)NCCc2ccccn2)cc1NC(=O)NCCc1ccccn1,-0.1,16.6,0.3,14.9
Cc1ccccc1NC(=O)c1c(NC(=O)c2ccccc2)sc2c1CCC2,-0.2,5.8,1.2,-1.7
O=S(=O)(c1cccnc1)N1CCCC(COCc2ccccc2)C1 (stereo not drawn),-0.1,12.6,0.9,-2.4
COC(=O)c1ccc(Nc2cc(C)nc3ccccc23)cc1,0.1,9.3,-0.3,6.4
CC(=O)N1c2ccc(S(=O)(=O)N(C)CC(=O)Nc3cc(C)ccc3C)cc2CC1C (stereo not drawn),-0.3,-12.3,0.2,-7.3
CC1Cc2ccccc2N1S(=O)(=O)c1nnc(NC(=O)c2cccc([N+](=O)[O-])c2)s1 (stereo not drawn),0.7,3.5,-1.6,-3.7
NNc1nc(-c2ccc(Br)cc2)nc2ccccc12,0.0,12.0,0.7,-0.8
COc1cccc(C2=NS(=O)(=O)N(C)C(C(=O)NC(C)C)=C2)c1,0.1,-3.9,-2.0,10.1
COC(=O)c1ccc(Nc2ccc([N+](=O)[O-])c3nonc23)cc1,0.1,18.5,-1.1,-11.5
CCC(C)Nc1nc(Cl)nc(NC(C)CC)n1 (stereo not drawn),0.8,3.5,0.6,-1.3
CC(C)N1C(=O)CSC1c1ccc(Br)cc1 (stereo not drawn),-0.2,-0.1,0.6,2.7
Cc1cc(=O)[nH]c2nnc(SCC(=O)OCc3ccccc3)n12,-0.1,3.4,-2.7,-9.6
Cc1nc(S(=O)(=O)c2ccccc2)c(N2CCOCC2)o1,0.3,27.2,-1.5,0.9
Cc1ccc(CS(=O)Cc2ccc(C(=O)NC(C)C)o2)cc1 (stereo not drawn),-0.1,-9.2,-0.5,5.2
COc1ccc(CNC(C)(C)CO)cc1OC,-0.1,2.0,-1.1,4.6
CC(NC(=O)C(c1ccccc1)c1ccccc1)C(=O)N1CCCCC1 (stereo not drawn),1.0,7.2,-0.8,-2.5
Cc1cc(Br)ccc1NC(=O)C1COc2ccccc2O1 (stereo not drawn),-0.1,5.9,0.0,-38.0
COc1ccccc1-c1ccc(=O)n(CC(=O)Nc2cccc(C(C)=O)c2)n1,-0.4,-12.5,-0.2,-6.1
CS(=O)(=O)Oc1ccc2c(-c3ccccc3)cc(=O)oc2c1,-0.1,-10.1,2.2,-59.8
CCOC(=O)c1ccoc1CN1CCN(c2ccc(F)cc2)CC1,0.1,8.8,0.7,-4.4
COc1cc(C(=O)Nn2c(-c3ccccc3F)nc3ccccc3c2=O)cc(OC)c1OC,-0.1,4.1,1.6,4.2
O=S(=O)(c1ccc(Br)cc1)N1CCCN(Cc2cccc(F)c2)CC1,0.2,11.3,0.7,-5.1
O=C(Nc1cccc2ccccc12)c1cnn2c(C(F)(F)F)cc(-c3cccs3)nc12,0.1,-4.5,-2.0,-8.3
CCOC(=O)c1c(C)n(-c2ccc(C)cc2C)c2c1cc(O)c1ccccc12,0.0,11.5,0.1,-17.4
CCCSc1nnc2c(n1)OC(c1ccco1)Nc1ccccc1-2 (stereo not drawn),0.4,19.7,-0.5,-34.2
Cc1ccc2c(c1)N(Cc1ccc(C(F)(F)F)o1)C(=O)C(C)O2 (stereo not drawn),-0.1,21.3,-0.4,7.8
NC(=O)C1CCN(c2ncnc3c2c(-c2ccccc2)cn3-c2cccc(C(F)(F)F)c2)CC1,-0.1,-7.3,0.9,-1.7
Brc1cncc(-c2cc(NCCCn3ccnc3)nc(-c3ccccc3)n2)c1,0.0,-1.7,3.1&0.0,7.0
CC1CCCCC1NS(=O)(=O)c1ccc(S(=O)(=O)NCCc2ccncc2)cc1 (stereo not drawn),0.0,1.2,-0.2,3.4
CC(CC=C(c1ccccc1)c1ccccc1)C1CCC2C3CC=C4CCCC(O)C4(C)C3CCC12C (stereo not drawn),-0.1,-6.6,0.3,-5.7
CCOc1ccccc1NC(=O)c1csc(C)c1C,-0.2,-14.1,0.2,-5.0
O=C(CCc1ccccc1)Nc1cc2c3c(c1)CCN3C(=O)CC2,-0.1,13.9,-0.5,5.6
CCOC(=O)C1C(=O)NC(c2ccccc2)=NC1c1ccc(O)c(OC)c1 (stereo not drawn),0.1,-0.1,-0.6,7.6
CN1CCCC2(CCCN(C(=O)c3cc(COc4ccccc4)on3)C2)C1 (stereo not drawn),0.4,8.4,-0.3,-67.0
O=C(CCC(=O)OCC(=O)c1ccccc1)Nc1cccc(Cl)c1,0.0,3.1,1.0,10.7
O=C(Nc1ccc(F)c(F)c1)C1CC(=O)N(c2ccc(Br)cc2)C1 (stereo not drawn),0.0,-1.3,0.4,4.2
CCOCCCNC(=O)CC[C@H]1CN(Cc2cccc(Cl)c2)CC[C@H]1N(C)C,0.1,-11.9,-0.4,-3.1
COc1cc(C(NC(C)=O)NC(C)=O)ccc1OCc1ccccc1,0.0,0.6,2.7,0.8
Cc1nc2c3ccccc3n3c(CCCC(=O)NCc4cccnc4)nnc3n2n1,-0.1,-2.7,-1.2,-0.3
Cc1c(C#N)c2ccccc2n1CC(=O)N1CCCC1,0.0,-5.7,0.9,-9.4
O=C(O)COc1c(Cl)cc(CO)cc1Br,0.1,4.3,-0.8,11.5
O=C(Cn1nnc2ccccc2c1=O)NCc1cccs1,-0.1,-0.8,0.6,-15.0
Cc1cc(C(=O)COC(=O)c2cccn2C)c(C)n1CC1COc2ccccc2O1 (stereo not drawn),0.8,8.9,2.7,-6.0
O=C(c1cccc(Cl)c1)C1CCCN(S(=O)(=O)c2ccccc2)C1 (stereo not drawn),0.1,-20.7,-1.4,-13.5
Nc1nc(SCC(=O)Nc2ccc3c(c2)C(=O)c2ccccc2C3=O)n[nH]1,0.4,5.2,-1.7,-48.4
CN(Cc1ccccc1)C(=O)CN(c1ccc([N+](=O)[O-])cc1)S(=O)(=O)c1ccccc1,0.0,-5.3,-1.5,-3.4
O=C(C[n+]1cccc2ccccc21)c1ccc(NC(=O)c2ccccc2)cc1,0.1,-4.9,-0.9,-9.0
Cc1ccnc2nc(C(=O)NCCc3ccc(F)cc3)nn12,0.0,3.5,-1.0,-2.1
c1ccc(-c2nc(N3CCCC3)nc(-n3ccnc3)n2)cc1,-0.1,3.6,0.7,7.8
Cc1cc(C)cc(OCC(=O)Nc2ccccc2C(=O)NCc2ccco2)c1,0.0,-1.5,-0.9,3.9
O=C(O)c1cc(Cl)ccc1NS(=O)(=O)c1ccc(Cl)cc1,0.0,-3.4,1.7,8.2
COc1ccc2cc(C)c3nn(CC(=O)N(C)C)c(=O)n3c2c1,-0.1,16.6,0.0,5.8
CC1CCCCN1S(=O)(=O)c1ccc2[nH]cc(C(=O)O)c(=O)c2c1 (stereo not drawn),0.1,49.0,1.3,-4.9
CC(=O)Cc1ccc([N+](=O)[O-])cc1[N+](=O)[O-],-0.2,3.6,-1.2,8.2
O=C(Cc1ccc(Cl)cc1)Nc1c2c(nn1-c1ccccc1)CCC2,0.2,12.9,1.4,10.1
Cn1c(NNC(=O)CCC2CCCCC2)cc(=O)n(C)c1=O,0.1,-5.8,-0.3,8.9
CCc1nn(-c2ccccc2)c2nc(-c3ccc(OC)cc3)c3cc(OC)c(OC)cc3c12,0.2,-1.0,-0.2,4.7

(listing goes on)
Structure,FBW7 activator,MITF primary,GPR151 ag,TEAD-YAP inh
Cc1cccc(NC(=O)CN2C(=O)N/C(=C\c3ccc(N4CCCCC4)cc3)C2=O)c1,-0.1,18.2,-1.5,-8.0
CC(=O)c1c(C)oc2ccc(N(C(=O)c3cccc([N+](=O)[O-])c3)S(=O)(=O)c3ccccc3)cc12,-0.1,13.1,1.2,13.5
CSc1ccc(CCNC(=O)CCc2nnc3ccc(N4CCOCC4)nn23)cc1,0.5,19.2,-1.0,0.5
O=C(CCS(=O)(=O)c1cc2c(cc1Cl)NC(=O)CO2)Nc1ccc(Cl)cc1,-0.1,2.6,-0.5,-6.4
Cc1ccc(CCNC(=O)c2cc(S(=O)(=O)N3CCCC3)cn2C)cc1,-0.1,2.5,1.8,-7.5
COc1ccc(N2CCN(c3ccc([N+](=O)[O-])c4cnccc34)CC2)cc1,0.0,-18.2,1.3,6.8
N#CC1=C(N)OC2=C(C(=O)CC(c3cccs3)C2)C1c1ccc([N+](=O)[O-])cc1 (stereo not drawn),-0.1,10.2,-0.7,8.5
O=C(CN(Cc1cccs1)C(=O)C(=O)Nc1ccc2c(c1)OCCO2)NC1CCCC1,0.0,1.1,1.1,11.4
CC(=O)OCCCN1C(=O)c2ccc(C(=O)c3cccc([N+](=O)[O-])c3)cc2C1=O,-0.1,7.9,0.6,-1.5
COc1ccc(-c2cnn3c(NCc4ccc5c(c4)OCO5)ccnc23)cn1,-0.6,-3.4,0.4,-0.7
COCCN(Cc1cc2cc3c(cc2nc1Cl)OCO3)C(=O)c1cccc(F)c1,0.0,17.6,0.5,4.3
C=CCNc1ccc2c3c(cccc13)C(=O)N(c1ccccc1)C2=O,0.1,-3.4,-0.6,12.4
O=C(NCCc1ccccc1)c1ccc(N2CC3CC(C2)c2cccc(=O)n2C3)c([N+](=O)[O-])c1 (stereo not drawn),-0.2,-3.1,-0.7,-8.2
CCc1ccc2[nH]c(=O)c(CN(Cc3ccco3)Cc3nnnn3CC3CCCO3)cc2c1 (stereo not drawn),0.0,4.2,0.5,7.7
COCCN1C(=O)c2ccccc2C1=O,0.1,19.8,-0.9,7.8
COc1ccc(C(=O)O)cc1S(=O)(=O)NCC(=O)O,0.1,-8.1,-0.1,-2.1
COCc1cccc(NS(=O)(=O)Cc2ccccc2)c1,1.3,6.8,-0.9,-8.6
CCOCCCNS(=O)(=O)c1ccc(NC(=O)c2ccc([N+](=O)[O-])cc2Cl)cc1,0.0,4.2,1.5,-4.4
CC1=C(C(=O)Nc2ccc(F)cc2F)C(c2cccs2)C2=C(CCCC2=O)N1 (stereo not drawn),-0.1,5.2,0.1,5.1
O=C(Cn1nnc(-c2ccc(CN3CCOCC3)cc2)n1)Nc1ccccc1F,0.2,3.1,-0.9,18.9
O=C(Nc1cccc(C(F)(F)F)c1)c1cc([N+](=O)[O-])ccc1Cl,0.6,22.3,3.1,51.6*
O=C1CCCN1CCn1cnc2c(NCc3cccc(C(F)(F)F)c3)nc(N3CCc4ccccc4C3)nc21,-0.1,-0.5,0.2,-10.9
COCCCNC(=S)NNC(=O)c1ccccc1I,-0.6,12.0,0.6,2.9
Cc1ccc(Nc2ncnc3c2cnn3-c2ccccc2)cc1Cl,0.2,-3.4,-0.7,0.3
Cc1sc(N2C(=O)C3C4C=CC(C4)C3C2=O)c(C#N)c1C (stereo not drawn),0.7,10.9,0.7,8.0
Nc1cc(S(=O)(=O)Nc2ccccc2)ccc1Cl,0.2,1.5,0.5,-5.8
COC(=O)/C(=C/c1ccccc1)NC(=O)c1cccc2ccccc12,0.0,8.0,-0.5,12.6
CCn1nccc1C(=O)Nc1cc(C)nn1-c1ccccc1,0.1,7.5,0.5,13.4
COC(=O)c1ccccc1N=Cc1c(C)[nH]n(-c2ccccc2)c1=O,0.2,32.0,-0.2,4.5
CC1Cc2ccccc2N1C(=O)CSc1nnc(-c2cccs2)n1C (stereo not drawn),1.5,17.7,-0.7,2.1

Laid out differently: three of the compounds above
> CC1Cc2ccccc2N1S(=O)(=O)c1nnc(NC(=O)c2cccc([N+](=O)[O-])c2)s1 (stereo not drawn)
  FBW7 activator: 0.7 | MITF primary: 3.5 | GPR151 ag: -1.6 | TEAD-YAP inh: -3.7

> COc1cc(C)ccc1OCCOCCOc1ccc(F)cc1
  FBW7 activator: -0.1 | MITF primary: -10.1 | GPR151 ag: -0.5 | TEAD-YAP inh: 2.3

> O=C(C[n+]1cccc2ccccc21)c1ccc(NC(=O)c2ccccc2)cc1
  FBW7 activator: 0.1 | MITF primary: -4.9 | GPR151 ag: -0.9 | TEAD-YAP inh: -9.0

Source: PubChem
